# Assay outcomes as filed in PubChem.
# SENP7 inh: blocks the human protease SENP7. Q9BQF6. actives 1.5% (n = 330,000). inhibition, % at 5 µM. recombinant SENP7, Z-RLRGG-aminoluciferin luminescence, 40 min;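 active = inhibition above about 50% at the single test dose, limit read from the data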;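 note: plate controls were DMSO with enzyme for no effect and no enzyme buffer wells for full effect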
# NR3A LBD binder: modulators (binders) of human NR3A ligand-binding domain; Tm shift relative to glycine control, % at 25 µM; actives 2.5% (n = 340,000); NR3A LBD differential scanning fluorimetry, Tm shift; 0% = protein alone, 100% = glycine-bound protein;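 active = melting temperature shift of at least 10% of the positive control shift, at one fixed dose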
# SENP6 inh: inhibitors of human SENP6 protease | Q9GZR1 | Recombinant SENP6 catalytic domain, aminoluciferin luminescence | inhibition, % at 10 µM | actives 1.8% (n = 330,000) | AID 2599;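 active = inhibition above about 50% at the single tested dose, limit read from the data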;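 note: plate controls were DMSO wells with enzyme for no effect and DMSO wells lacking enzyme for full effect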
# PfGluPho inh: PfG6PD (Plasmodium falciparum) enzyme inhibition. PfGluPho enzyme, NADPH resazurin-diaphorase fluorescence. inhibition, % at 20 µM. actives 0.78% (n = 350,000);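 active = inhibition reaching at least a set limit at 20 µM in the primary screen, cut at about 59% in these data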;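 note: 0% = DMSO wells with substrate and 100% = DMSO wells lacking glucose-6-phosphate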
# ATG4B inhibitor: inhibitors of human ATG4B cysteine protease; ATG4B cleavage of LC3-PLA2, NBD-HPC fluorescence, 1 h; inhibition, % at 8.33 µM; actives 0.51% (n = 340,000); in the data active = inhibition above about 40%
# MPTP block: inhibitors of mitochondrial permeability transition pore; isolated mouse mitochondria, Ca2+ swelling absorbance, 30 min; inhibition, % at 10 µM; actives 1.4% (n = 360,000);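 active = inhibition of 50% or more, scaled per plate between neutral and stimulator controls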;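 note: 0% = DMSO wells given calcium and 100% = 1 mM EGTA wells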
# HKDC1 inhibitor: HKDC1 (human) hexokinase inhibition. Q2TB90. recombinant HKDC1, G6PDH/diaphorase resazurin coupled fluorescence. inhibition, % at 20 µM. actives 0.16% (n = 340,000);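 active = inhibition above about 35% when tested at 20 µM, limit read from the data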;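 note: plate controls were DMSO wells with enzyme for no effect and DMSO wells lacking enzyme for full effect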
# Target sequence (Q2TB90 whole entry, looked up): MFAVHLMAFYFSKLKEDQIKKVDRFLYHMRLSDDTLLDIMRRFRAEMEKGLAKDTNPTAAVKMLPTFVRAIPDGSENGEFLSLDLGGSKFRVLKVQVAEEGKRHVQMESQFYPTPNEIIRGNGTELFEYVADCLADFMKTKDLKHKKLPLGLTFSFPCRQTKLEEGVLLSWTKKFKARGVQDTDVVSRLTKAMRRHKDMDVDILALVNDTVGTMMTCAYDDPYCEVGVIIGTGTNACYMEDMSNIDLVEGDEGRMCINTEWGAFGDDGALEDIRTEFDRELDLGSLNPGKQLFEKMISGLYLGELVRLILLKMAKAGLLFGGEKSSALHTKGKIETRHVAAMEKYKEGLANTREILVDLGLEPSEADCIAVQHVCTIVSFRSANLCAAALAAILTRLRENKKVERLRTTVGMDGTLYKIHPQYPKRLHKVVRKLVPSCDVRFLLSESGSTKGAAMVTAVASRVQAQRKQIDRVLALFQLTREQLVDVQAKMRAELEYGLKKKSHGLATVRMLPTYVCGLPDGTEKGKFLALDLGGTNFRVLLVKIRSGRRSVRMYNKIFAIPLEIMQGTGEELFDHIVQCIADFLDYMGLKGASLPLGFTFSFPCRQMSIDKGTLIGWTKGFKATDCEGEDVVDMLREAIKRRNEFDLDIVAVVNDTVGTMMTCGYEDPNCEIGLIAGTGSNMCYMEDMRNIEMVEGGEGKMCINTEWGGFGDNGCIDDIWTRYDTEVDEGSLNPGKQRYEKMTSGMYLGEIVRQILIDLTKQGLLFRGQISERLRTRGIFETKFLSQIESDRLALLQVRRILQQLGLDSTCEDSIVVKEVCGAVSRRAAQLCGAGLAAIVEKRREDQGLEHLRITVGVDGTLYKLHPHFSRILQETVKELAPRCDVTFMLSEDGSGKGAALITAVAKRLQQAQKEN
#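 Material: recombinant HKDC1 hexokinase; Amount: HKDC1 at 5 µg/mL; Medium: Tris pH 8.0 buffer with MgCl2, Tween-20, BSA, BME; Schedule: 90 min reaction incubation at room temperature, dark; Technique: coupled resazurin fluorescence, excitation 525 nm, emission 613 nm.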
# SENP8 inh: inhibitors of human SENP8 protease. Q96LD8. recombinant SENP8, Nedd8 substrate fluorescence. inhibition, % at 20 µM. actives 0.64% (n = 360,000); in the data active = inhibition mostly above about 40%, no sharp cut-off; inactive = mostly below about 27%
# Numbers without * were called inactive; x = no result given.
SMILES,SENP7 inh,NR3A LBD binder,SENP6 inh,PfGluPho inh,ATG4B inhibitor,MPTP block,HKDC1 inhibitor,SENP8 inh
CC(C)C(=O)Nc1cccc(-c2nc3ccccc3c(=O)o2)c1,2,1,-4,3,-5,-1.2,-1,-7
CCOC(=O)CC1C(=O)NCCN1Cc1ccc(OC)c(OC)c1 (configuration not stated),-10,0,3,-9,-5,4.0,-3,3
CCC1(c2ccccc2)NC(=S)N(c2ccc(C)cc2)N1 (configuration not stated),16,-19,11,40,0,1.1,-4,-3
S=c1nccc(-c2cccs2)[nH]1,5,1,10,43,-6,-6.1,2,16
COc1cccc(CN(C)C(=O)Cc2ccc(OC)c(S(=O)(=O)N3CCOCC3)c2)c1,6,-1,8,4,-11,-1.2,-4,-6
CC(C)[C@H](NC(=O)N1CCn2c1nc1ccccc12)C(=O)NCC1CCCO1 (some centres not stated),10,1,-21,2,-3,0.0,-2,7
CN1CCN(C(=O)c2ccc(CS(=O)Cc3ccc(Cl)cc3)o2)CC1 (configuration not stated),3,-1,5,9,-5,-0.6,-7,11
Oc1c(C(Nc2ccccn2)c2ccccn2)ccc2cccnc12 (configuration not stated),9,2,9,-3,-4,0.2,-29,4
Cc1[nH]n(-c2ccccc2)c(=O)c1/C=N/NC(=O)c1ccccc1F,-4,-1,-12,-50,-2,-0.4,-11,10
Cc1cccc(NC(=O)c2ccc(C(=O)c3ccccc3)o2)c1,-5,-10,-33,-7,2,-0.2,-4,13
Clc1ccc(CNc2ccc(N3CCN(Cc4ccccc4)CC3)cc2)cc1,7,-4,16,14,-8,0.4,-1,6
COc1ccc(S(=O)(=O)Nc2ccc3c(c2)CC(=O)N([C@H](C)CO)C[C@H](C)[C@H](CN(C)C(=O)Nc2ccc4c(c2)OCO4)O3)cc1,-2,2,-5,29,-10,-0.5,7,14
CCOC(=O)c1c(NC(=O)c2cccc([N+](=O)[O-])c2C(=O)O)sc2c1CCCC2,0,-1,13,-23,-3,-0.1,6,7
CC(=O)c1c(C)nc2ccc(Cl)cn12,-3,4,4,-3,-5,0.2,-1,18
COc1ccccc1C(=O)NCC(=O)N1CCN(S(=O)(=O)c2ccccc2C(F)(F)F)CC1,5,2,15,-2,-9,-1.6,-6,10
CC(=O)c1c(C)c[nH]c1C,-1,0,3,-16,0,-1.6,-7,6
Cc1ccccc1CCNC(=O)Cn1ccc2cc(S(=O)(=O)N3CCCC3)ccc21,-4,5,5,-9,9,-0.8,-3,13
COc1ccc(CCn2c(C)cc(C(=O)CSc3nnc(N)s3)c2C)cc1,-12,4,-17,26,-20,12,8,22
CC1Cc2ccccc2N1S(=O)(=O)c1cccc(C(=O)OCC(=O)N2CCOCC2)c1 (configuration not stated),3,-2,14,0,0,-1.0,-5,7
CC(C)(C)C(=O)C1=C(O)C(=O)N(Cc2ccccc2)C1c1ccccc1Cl (configuration not stated),1,1,9,-26,3,2.2,4,5
COc1ccc2c(ccc[n+]2CC(=O)c2ccc(C)cc2)c1,-13,-4,-23,-4,-7,0.5,6,-453
O=C(NC(Cc1ccc(F)cc1)C(=O)O)c1ccccc1 (configuration not stated),2,-1,-10,-11,-14,-2.2,-2,12
CC1CCN(c2ccc(NC(=O)c3ccc([N+](=O)[O-])o3)cc2)CC1,78*,0,75*,20,10,1.3,3,55*
CCC(C)C(NC(=O)c1ccc(Cl)cc1)C(=O)Nc1cccnc1 (configuration not stated),-5,-1,-6,-6,-5,-0.2,6,12
COc1ccc(CC(=O)Oc2ccc(C)cc2Br)cc1OC,-5,2,-8,-12,1,-0.6,-2,4

# Following part:
SMILES,SENP7 inh,NR3A LBD binder,SENP6 inh,PfGluPho inh,ATG4B inhibitor,MPTP block,HKDC1 inhibitor,SENP8 inh
CCn1ccnc1CNC(=O)CC1C(=O)NCCN1CCCc1ccccc1 (configuration not stated),-1,0,1,5,-1,0.5,-5,-4
COc1ccc(/C(C)=N/Nc2nc3ccccc3nc2C)cc1OC,5,6,-10,1,-2,4.4,-2,12
CCOC(=O)c1ccc(NC(=O)c2cccc(C)c2[N+](=O)[O-])cc1,-6,-6,-8,8,-6,2.8,-3,-11
Cc1ccc(S(=O)(=O)N[C@@H](Cc2ccccc2)C(=O)N2CCC(C(=O)N[C@@H](CC(C)C)C(=O)O)CC2)cc1,0,3,-4,0,-1,0.8,-1,5
CCOc1ccc(-c2noc(CCC(=O)NC3CCCC3)n2)cc1OC,2,1,-7,-6,-9,0.1,-2,2
O=C(NCCOc1cccc2cccnc12)c1cccs1,4,0,-11,12,-8,-1.2,2,-77
O=C(CCN1C(=O)c2ccccc2C1=O)NCc1ccco1,5,-4,18,8,-1,-0.7,-20,6
COc1cccc(NC(=O)CCCCCN2C(=O)[C@@H]3Cc4ccccc4CN3C2=O)c1,3,-2,-11,6,3,-0.4,-1,9
COc1ccc2ccc3cccc[n+]3c2c1,x,0,x,-4,3,-0.1,-4,-406
COc1ccccc1CNC(=O)C(=O)NCC1OCCN1C(=O)c1cccs1 (configuration not stated),-7,-9,-4,-2,0,-0.2,-11,15
COCCNC(=S)N1CCN(c2nc(-c3cccc(OC)c3)cs2)CC1,-2,-3,5,-2,-10,0.1,1,1
Cc1ccc(CC2C(=O)N(c3ccccc3)C(=O)C2C)cc1 (configuration not stated),5,2,8,-17,-2,1.8,2,14
Cc1ccc(C(=O)CSc2nnc(Cn3nnc4ccccc43)n2C)cc1,-12,1,-10,6,-2,0.7,5,7
Cc1ccc(CS(=O)(=O)CCC(=O)NCCN2CCCCC2C)cc1 (configuration not stated),0,8,0,-18,-10,0.3,-4,30
COc1ccccc1-c1nnc(SCC(=O)Nc2cc(C)on2)o1,9,1,-24,-2,-1,-1.8,-10,23
Cc1ccc(C)c(SCC(=O)OC/C(O)=C(\C#N)c2nc3ccccc3[nH]2)c1,x,-1,x,-9,3,-2.3,0,-280
Cc1ccc(C)c(SCC(=O)Nc2cc(S(=O)(=O)N3CCOCC3)ccc2C)c1,-5,2,-1,13,-14,-0.6,9,7
Cc1cccc(Nc2nc(NCC3CCCO3)nc(N)c2[N+](=O)[O-])c1 (configuration not stated),5,-11,-9,8,-5,-1.0,-4,38
COCCN(CCOC)C(=O)COC(=O)c1cc([N+](=O)[O-])ccc1Cl,10,-1,24,8,-13,0.3,-2,30
COc1ccc(NC(C)=O)cc1NC(=O)CN1CCN(c2ccccn2)CC1,1,1,-3,9,1,0.2,-4,2
Cc1cc(C(F)(F)F)n(-c2ccc(N)cc2)n1,-15,0,4,-9,7,0.5,-1,-2
Cc1cc(C)nc(N2N=C(CSc3ccc(Cl)cc3)CC2=O)n1,7,-2,6,-11,1,0.3,1,18
COc1ccc(CCNC(=O)c2cc3c(=O)n4cccc(C)c4nc3s2)cc1OC,-3,-2,21,23,-9,-1.7,7,-306
Cc1cc(C)nc(SCc2cn3c(C)cc(C)nc3n2)n1,3,0,-6,0,-3,2.0,-2,-450
Cc1ccc(-n2c(=O)c3ccc(C(=O)NCc4ccco4)cc3n(Cc3ccccc3C#N)c2=O)cc1,8,2,-13,5,-11,1.5,-6,10

# Three entries picked at random from those above:
SMILES,SENP7 inh,NR3A LBD binder,SENP6 inh,PfGluPho inh,ATG4B inhibitor,MPTP block,HKDC1 inhibitor,SENP8 inh
COc1ccc2ccc3cccc[n+]3c2c1,x,0,x,-4,3,-0.1,-4,-406
Cc1ccc(C)c(SCC(=O)Nc2cc(S(=O)(=O)N3CCOCC3)ccc2C)c1,-5,2,-1,13,-14,-0.6,9,7
COc1ccccc1-c1nnc(SCC(=O)Nc2cc(C)on2)o1,9,1,-24,-2,-1,-1.8,-10,23

# The listing continues.
SMILES,SENP7 inh,NR3A LBD binder,SENP6 inh,PfGluPho inh,ATG4B inhibitor,MPTP block,HKDC1 inhibitor,SENP8 inh
CCOC(=O)C1CCCN(C2=NC(=O)/C(=C/c3ccc(OC)cc3)S2)C1 (configuration not stated),4,-1,-4,-3,-3,0.9,17,-16
Nc1ccc(Cl)cc1/C(=N/O)c1ccccc1,9,4,-2,3,-5,-1.4,0,10
CC(=O)O[C@@H]1[C@@H](O)[C@@H](O)[C@H](Oc2c(-c3ccc(O)cc3)oc3c(CC=C(C)C)c(O)cc(O)c3c2=O)O[C@H]1C,-10,3,-19,9,-19,x,-3,x
CCC(C)NC(=O)CSc1ccc(NC(C)=O)cc1 (configuration not stated),3,3,5,-11,2,-1.2,-4,12
CCn1c(N)[n+](CC(=O)Nc2ccc(SC(F)F)cc2)c2ccccc21,-3,2,-12,29,-14,6.2,3,16
CCCn1nc(C(=O)Nc2ccc3nc(N4CCOCC4)sc3c2)ccc1=O,0,1,-14,-7,-7,3.8,0,10
O=C(COC(=O)c1cccnc1Cl)Nc1ccc2c(c1)OCO2,-5,-1,-8,10,-37,-1.7,-7,10
Oc1ccccc1-n1c(-c2ccccc2)ccc1-c1ccccc1,7,-17,20,15,-8,6.3,1,-273
CCc1nonc1NC(=O)c1oc2ccccc2c1C,12,1,11,30,1,0.1,-3,12
Cc1cccc(NS(=O)(=O)c2c(C(=O)N3CCCC3)c(C)n(C)c2C)c1,-7,-1,-3,-11,9,-0.5,-6,15
O=C(C1=C[C@H](c2csc3ccccc23)C[C@H](OCCCCO)O1)N1CCN(Cc2ccccc2)CC1,5,-3,-19,6,-12,2.8,-3,-17
O=C1CS/C(=N/N=C/c2cccs2)N1Cc1ccc(F)cc1,-4,-1,-17,12,-1,47,-2,4
CCOc1ccc(N=Nc2c(N)[nH][nH]c2=O)cc1,72*,0,76*,-3,7,0.9,0,26
COc1cc(/C=C(\C#N)C(=O)Nc2cccc(C(=O)O)c2)ccc1OCc1ccc(F)cc1,1,-13,-12,-14,7,-0.5,11,5
Cc1cc(NC(=O)CSCC(=O)Nc2ccccc2N2CCCCC2)no1,2,-1,-1,-10,6,0.1,-3,8
Cc1ccc(-n2nnc3c(SCC(=O)NCc4ccco4)ncnc32)cc1,10,-3,11,-6,-10,-2.3,-2,13

# Entries above with a Cl atom:
SMILES,SENP7 inh,NR3A LBD binder,SENP6 inh,PfGluPho inh,ATG4B inhibitor,MPTP block,HKDC1 inhibitor,SENP8 inh
CN1CCN(C(=O)c2ccc(CS(=O)Cc3ccc(Cl)cc3)o2)CC1 (configuration not stated),3,-1,5,9,-5,-0.6,-7,11
Clc1ccc(CNc2ccc(N3CCN(Cc4ccccc4)CC3)cc2)cc1,7,-4,16,14,-8,0.4,-1,6
CC(=O)c1c(C)nc2ccc(Cl)cn12,-3,4,4,-3,-5,0.2,-1,18
CC(C)(C)C(=O)C1=C(O)C(=O)N(Cc2ccccc2)C1c1ccccc1Cl (configuration not stated),1,1,9,-26,3,2.2,4,5
CCC(C)C(NC(=O)c1ccc(Cl)cc1)C(=O)Nc1cccnc1 (configuration not stated),-5,-1,-6,-6,-5,-0.2,6,12
COCCN(CCOC)C(=O)COC(=O)c1cc([N+](=O)[O-])ccc1Cl,10,-1,24,8,-13,0.3,-2,30
Cc1cc(C)nc(N2N=C(CSc3ccc(Cl)cc3)CC2=O)n1,7,-2,6,-11,1,0.3,1,18
Nc1ccc(Cl)cc1/C(=N/O)c1ccccc1,9,4,-2,3,-5,-1.4,0,10
O=C(COC(=O)c1cccnc1Cl)Nc1ccc2c(c1)OCO2,-5,-1,-8,10,-37,-1.7,-7,10
